HTRA1 inhibitor: blocks human HTRA1 serine peptidase. AID 504803. inhibition, % at 5.96 µM. 0.5% of 340,000 active. recombinant HTRA1, FP-rhodamine activity-based probe, fluorescence polarization; in the data active = inhibition above about 36%;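 also: 0% = enzyme with DMSO and 100% = wells lacking enzyme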
LEDGF integ inh: blocks HIV-1 LEDGF/p75-dependent DNA integration | 0.64% of 370,000 active | TR-FRET IN-LEDGF/p75 DNA integration, Eu/Cy5 | inhibition, % at 3.7 µM;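 active = inhibition above the screen-wide mean plus 3 SD, cut at about 13% in these data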;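 also: signal is the Cy5 over europium emission ratio at 671 and 618 nm; 0% = plate median of compound wells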
PRMT1 inh: inhibitors of human PRMT1 | Q99873 | recombinant PRMT1, activity-based probe fluorescence polarization | inhibition, % at 2.79 µM | 1.3% of 370,000 active | AID 652257;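 active = inhibition above about 21% made by adding two undisclosed values, limit read from the data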
Target sequence (Q99873 whole entry, looked up): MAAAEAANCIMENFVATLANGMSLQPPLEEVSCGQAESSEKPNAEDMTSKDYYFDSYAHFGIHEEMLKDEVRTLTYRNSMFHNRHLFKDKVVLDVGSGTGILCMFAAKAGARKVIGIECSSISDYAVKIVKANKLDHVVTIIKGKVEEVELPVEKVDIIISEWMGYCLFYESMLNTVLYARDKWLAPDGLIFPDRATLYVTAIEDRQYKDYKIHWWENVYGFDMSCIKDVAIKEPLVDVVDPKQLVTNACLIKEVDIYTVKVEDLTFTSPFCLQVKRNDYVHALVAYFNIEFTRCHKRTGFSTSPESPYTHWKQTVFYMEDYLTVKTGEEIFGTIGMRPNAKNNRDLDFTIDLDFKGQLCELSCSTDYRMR
ABHD4 inh: ABHD4 (mouse) inhibition, primary FP screen; Q8VD66; 0.54% of 370,000 active; inhibition, % at 8.92 µM; purified mABHD4, FP-Rh probe fluorescence polarization;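 active = inhibition exceeding the mean over every tested compound plus 3 SD, cut at about 30% in these data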;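 also: 0% = plate median of compound wells and 100% = S159A mutant with DMSO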
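assay system = mABHD4 protein | compound dosing = single nominal dose of 8.92 µM, 0.89% DMSO final | read-out basis = percent inhibition of probe binding, normalized to plate controls | schedule = Enzyme–compound pre-incubation 45 min, then probe 60 min, both 25 °C | detection = fluorescence polarization, excitation 525 nm, emission 598 nm, BODIPY TMR filters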
MBD2 inh: MBD2-methylated oligo binding inhibition; 0.31% of 370,000 active; TR-FRET, MBD2 binding to methylated oligonucleotide; inhibition, % at 4.4 µM; Q9UBB5; AID 686964; in the data active = inhibition above about 13%
TDP2 absorb: TDP2 (human) inhibition, absorbance primary screen; recombinant TDP2, T5PNP hydrolysis, p-nitrophenol absorbance 415 nm; inhibition, % at 12.8 µM; 0.34% of 370,000 active; AID 720702;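 active = inhibition above the mean of all tested compounds plus 3 SD, set per campaign, cut at about 25% in these data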;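 also: 0% = DMSO with enzyme and 100% = buffer with substrate but no TDP2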
Target sequence (O95551 whole entry, looked up): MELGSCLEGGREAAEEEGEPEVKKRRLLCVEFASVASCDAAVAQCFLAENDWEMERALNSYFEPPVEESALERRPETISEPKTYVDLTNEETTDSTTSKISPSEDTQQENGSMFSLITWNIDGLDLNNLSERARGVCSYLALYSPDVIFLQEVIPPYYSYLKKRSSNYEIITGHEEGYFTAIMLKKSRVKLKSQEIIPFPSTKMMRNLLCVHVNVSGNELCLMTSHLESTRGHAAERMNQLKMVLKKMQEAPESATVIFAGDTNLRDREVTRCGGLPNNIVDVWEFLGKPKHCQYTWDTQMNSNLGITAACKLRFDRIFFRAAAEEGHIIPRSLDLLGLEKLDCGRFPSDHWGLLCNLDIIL
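System – recombinant human TDP2 · Amount – 120 nM TDP2 per well · Buffer or medium – Mg2+-containing Tris-HCl buffer, pH 7.5 · Reagent – T5PNP substrate, 5 mM · Dosing – 12.8 µM single point, 1% DMSO · Incubation – 2 h at 37 °C · Measured by – epi absorbance · Read-out basis – percent inhibition · Benchmarks – high control without enzyme, low control DMSO plus TDP2 · Repeats – singlicate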
GC-B act: GC-B (human) receptor activation; P20594; HEK293-GC-B cells, CNP EC30, cGMP TR-FRET; 0% at EC30 CNP, 100% saturating CNP; activation, % at 10 µM; 0.11% of 370,000 active;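 active = activation at 10 µM reaching about 35% in either raw or pattern-adjusted values, limit read from the data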
rCAG binder: molecules binding r(CAG) RNA repeats. inhibition, % at 3 µM. 1.3% of 370,000 active. AID 651821. r(CAG) RNA repeat, TO-PRO-1 dye displacement fluorescence;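 active = inhibition above the plate cutoff, the mean of all test compounds on that plate plus 3 SD, cut at about 35% in these data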;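 also: 0% = DMSO alone and 100% = 100 µM mitoxantrone as full dye displacement; higher means more dye released from RNA so lower well fluorescence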
SIAE primary: blocks human sialic acid acetylesterase. Q9HAT2. SIAE FP-Rh probe binding, fluorescence polarization. inhibition, % at 9.66 µM. 0.69% of 370,000 active;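 active = inhibition above a cutoff: mean of compounds within the control limits plus 3 SD of those, cut at about 17% in these data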;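 also: 0% = plate median of compound wells and 100% = probe without SIAE protein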
TCR CD3 inh: inhibitors of human TCR-CD3 interaction; TAMRA-labeled TCR probe fluorescence, biochemical; inhibition, % at 9.4 µM; 0.37% of 360,000 active; AID 651800; in the data active = inhibition above about 19%;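 also: recombinant mutant TCR 2C K166C tagged with TAMRA read by polarization; 0% = receptor in buffer alone and 100% = receptor with positive control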
Active calls of the source: *; · = no result given.

SMILES	HTRA1 inhibitor	LEDGF integ inh	PRMT1 inh	ABHD4 inh	MBD2 inh	TDP2 absorb	GC-B act	rCAG binder	SIAE primary	TCR CD3 inh
COC(=O)C(C)Sc1ccc2nnc(CCNS(=O)(=O)c3ccc(C)cc3)n2n1 (stereo not given)	2.3	-1.3	-3.2	3.8	0.4	6.5	1.1	0.1	-5.5	3.1
CCOc1ccc(NC(=O)C[n+]2ccc(N(C)C)cc2)cc1	5.1	0.7	-2.6	-6.5	-6.1	-9.8	3.2	3.6	-0.5	0.3
CCOc1ccc(C(C)NC(=O)c2ccccc2F)cc1 (stereo not given)	-4.8	0.7	-1.2	-0.7	0.1	11.0	1.2	-3.8	4.8	5.6
CCN1CCN(c2ccc(S(=O)(=O)N3CCCCC3)cc2NC(=O)/C=C/c2ccc(Cl)cc2)CC1	-22.0	0.1	-1.3	7.9	-2.8	0.0	-0.6	10.1	-3.1	0.3
Cc1ccc(NC(=O)NC(=O)N(c2ccccc2)S(C)(=O)=O)cc1	-7.7	-0.4	-3.0	-1.8	0.5	0.7	3.4	12.1	-5.7	-1.8
Cc1cccc(NCc2ccccc2OCc2ccccc2F)c1	-0.3	4.6	2.8	1.7	-5.4	-9.4	-0.1	0.6	16.6	0.3
Cc1noc(C)c1C(=O)N1CCC1(C)C(=O)NS(=O)(=O)c1cccc(OC(F)F)c1 (stereo not given)	·	-3.5	-2.7	2.6	2.5	6.2	-0.5	1.1	2.8	1.6
C=CCCC(=O)Nc1nc(C)c(-c2csc(Nc3cc(OC)ccc3OC)n2)s1	10.8	2.1	5.2	13.4	0.6	-6.6	0.5	26.7	6.1	-7.5
O=c1[nH]c(=S)c2[nH]c(=S)n(-c3ccccc3)c2[nH]1	-10.7	-0.1	6.8	6.9	5.4	14.3	2.3	4.6	8.4	-3.0
CC(=O)NC1C(O)OC(CO)C(O)C1O (stereo not given)	9.1	-1.6	1.3	5.7	1.4	3.5	-1.3	1.1	5.7	-3.0
O=C(O)c1ccc(NS(=O)(=O)c2ccc(C(=O)Nc3ccccc3)cc2)cc1	4.2	-0.9	-0.7	-10.3	-0.4	20.2	0.4	2.6	-1.1	-5.7
Cc1ccc2cc3c(NC(=O)c4ccco4)nn(CC(C)C)c3nc2c1	-6.1	3.4	17.4	-23.2	4.2	-9.3	10.8	26.6	-12.7	-1.5
COc1ccc(NC(=O)CN(c2ccc(C)cc2)S(=O)(=O)c2c(C)nn(C)c2C)cc1	-1.7	-1.7	0.2	-3.3	-3.5	-2.7	-5.2	-3.2	-1.8	4.6
Cc1ccc(S(=O)(=O)c2c(N)n(CCCN(C)C)c3nc4ccccc4nc23)cc1	-2.6	3.4	-3.9	2.2	-10.2	-0.7	1.4	6.0	7.4	3.2
CCOc1ccc(NC(=O)NCc2ccccn2)cc1	6.9	-1.3	-2.4	-1.6	2.3	11.8	3.4	0.8	20.1*	5.0
COc1ccc(NC(=O)c2cccc([N+](=O)[O-])c2)cc1	0.8	-1.2	-2.3	-3.0	-5.0	5.2	4.9	3.5	-2.7	6.5
COc1ccc(NS(=O)(=O)c2cc(NC(=O)c3ccccc3)ccc2N2CCOCC2)cc1	-46.8	-7.8	1.7	-12.1	-2.9	-12.9	1.2	9.6	-5.4	-9.6
O=C(C(=O)N1CC=C(c2ccccc2)CC1)c1c[nH]c2ccccc12	-30.6	-1.1	-2.8	-16.6	-1.7	-7.8	-0.2	6.6	-1.9	6.4
CN(Cc1cccc(F)c1)C(=O)C(c1ccccc1)c1ccccc1	-5.8	-1.3	-2.8	-4.6	-0.4	-8.7	-3.3	-5.6	-5.6	0.8
CN(CC(=O)Nc1ccc(F)c(F)c1F)C(=O)/C=C/c1ccco1	-6.0	-0.4	5.2	-6.7	5.7	-5.8	-4.0	5.6	3.7	-2.9
COc1ccc(Cl)cc1NC(=O)C(C)Sc1nnc(C2CC2)n1C1CC1 (stereo not given)	7.6	0.2	4.1	-1.1	4.0	4.0	-6.2	3.5	-9.5	2.1
COCCCNC(=O)c1ccc2c(c1)CCN2S(C)(=O)=O	4.8	4.9	-0.7	6.7	0.6	-11.8	1.5	-0.1	-1.4	1.5
COC(=O)c1cc(-c2c(C)oc3cc(OC)ccc3c2=O)c(C)o1	1.8	-1.2	-0.6	0.7	-2.1	9.9	4.3	-3.4	9.5	2.1
CCN(CC)C(=O)c1sc(NC(=O)c2cccs2)c(C#N)c1C	2.4	-3.2	-0.2	-0.3	1.9	4.2	1.0	7.8	-0.4	5.2
CC(=O)Nc1ccc(C2=NN(c3ccccc3)C(c3cccs3)C2)cc1 (stereo not given)	2.6	-2.5	1.6	-5.8	7.2	2.0	2.3	9.8	1.3	-9.2

Sorted by SMILES length (low to high): some entries from above
SMILES	HTRA1 inhibitor	LEDGF integ inh	PRMT1 inh	ABHD4 inh	MBD2 inh	TDP2 absorb	GC-B act	rCAG binder	SIAE primary	TCR CD3 inh
CC(=O)NC1C(O)OC(CO)C(O)C1O (stereo not given)	9.1	-1.6	1.3	5.7	1.4	3.5	-1.3	1.1	5.7	-3.0
CCOc1ccc(NC(=O)NCc2ccccn2)cc1	6.9	-1.3	-2.4	-1.6	2.3	11.8	3.4	0.8	20.1*	5.0
Cc1cccc(NCc2ccccc2OCc2ccccc2F)c1	-0.3	4.6	2.8	1.7	-5.4	-9.4	-0.1	0.6	16.6	0.3
CCOc1ccc(NC(=O)C[n+]2ccc(N(C)C)cc2)cc1	5.1	0.7	-2.6	-6.5	-6.1	-9.8	3.2	3.6	-0.5	0.3
CCN(CC)C(=O)c1sc(NC(=O)c2cccs2)c(C#N)c1C	2.4	-3.2	-0.2	-0.3	1.9	4.2	1.0	7.8	-0.4	5.2
CN(CC(=O)Nc1ccc(F)c(F)c1F)C(=O)/C=C/c1ccco1	-6.0	-0.4	5.2	-6.7	5.7	-5.8	-4.0	5.6	3.7	-2.9
Cc1ccc(NC(=O)NC(=O)N(c2ccccc2)S(C)(=O)=O)cc1	-7.7	-0.4	-3.0	-1.8	0.5	0.7	3.4	12.1	-5.7	-1.8
C=CCCC(=O)Nc1nc(C)c(-c2csc(Nc3cc(OC)ccc3OC)n2)s1	10.8	2.1	5.2	13.4	0.6	-6.6	0.5	26.7	6.1	-7.5
COC(=O)C(C)Sc1ccc2nnc(CCNS(=O)(=O)c3ccc(C)cc3)n2n1 (stereo not given)	2.3	-1.3	-3.2	3.8	0.4	6.5	1.1	0.1	-5.5	3.1
CCN1CCN(c2ccc(S(=O)(=O)N3CCCCC3)cc2NC(=O)/C=C/c2ccc(Cl)cc2)CC1	-22.0	0.1	-1.3	7.9	-2.8	0.0	-0.6	10.1	-3.1	0.3

Next section
SMILES	HTRA1 inhibitor	LEDGF integ inh	PRMT1 inh	ABHD4 inh	MBD2 inh	TDP2 absorb	GC-B act	rCAG binder	SIAE primary	TCR CD3 inh
COc1cc2[nH]c(=O)n(CCC(=O)N3CCN(Cc4ccc5c(c4)OCO5)CC3)c(=O)c2cc1OC	5.1	2.0	-2.7	-6.3	-4.2	13.3	-5.2	-3.3	1.7	6.2
COc1cccc(Cn2cc(COC(=O)NCCc3ccccc3)nn2)c1	·	-4.0	-1.7	1.1	-3.5	0.2	9.6	-2.5	-2.5	·
C=CCOc1cccc(/C=N/NC(=O)CN(c2cc(Cl)ccc2OC)S(=O)(=O)c2ccc(C)c([N+](=O)[O-])c2)c1	-28.2	0.3	0.2	-15.5	-3.5	-15.2	-1.3	13.8	-15.7	7.0
Cc1cc(C)cc(NC(=O)COc2coc(CN3CCc4ccccc43)cc2=O)c1	-5.2	2.1	-3.9	1.6	-5.2	-16.9	0.5	6.5	-1.0	-0.8
O=C(Nc1ccc(F)c(Cl)c1)c1nsc(Cl)c1Cl	-18.7	4.0	-0.4	-14.9	-1.3	-16.3	-2.9	3.0	-10.7	-9.2
COc1ccc(NC(=O)CSc2nc(N3CCCCC3)nc(N3CCCCC3)n2)cc1	-4.1	-3.0	-1.5	11.5	0.7	7.2	3.6	1.1	4.2	-1.6
CC(C)C(CCNCc1ccccn1)c1ccc(Cl)cc1 (stereo not given)	4.4	11.0	1.3	15.4	3.6	9.9	-17.5	-0.2	1.1	2.0
Cc1cc(C(=O)CSc2nc3ccccc3[nH]2)c(C)n1Cc1ccco1	-41.6	-4.5	3.1	-1.0	5.1	0.7	-2.0	4.9	-2.3	-6.9
O=C(CSc1nnc2c(n1)[nH]c1ccccc12)Nc1nncs1	-7.8	-3.0	10.3	5.2	-7.0	-0.8	-4.7	5.3	-3.2	-9.0
O=C(C[C@@H]1C[C@@H]2c3cc(NS(=O)(=O)c4ccc(F)cc4)ccc3O[C@@H]2[C@@H](CO)O1)NC1CCCCC1	-0.9	3.1	2.3	-0.8	-1.0	3.1	8.1	7.8	2.2	3.7
Nc1cc(=O)[nH]n1C1CCCCC1	6.9	3.5	1.8	0.6	-1.7	-4.0	1.3	-2.0	0.5	1.2
CSCc1ccc(C(=O)N2CCC(CCC(=O)N(C)Cc3ccccc3)CC2)o1	0.1	4.2	-2.3	3.3	-2.5	7.7	1.5	-6.9	-2.3	7.7
C[C@@H]1CN([C@H](C)CO)C(=O)CCCn2nncc2CO[C@H]1CN(C)C	0.6	5.4	0.5	-1.1	-3.4	-4.5	2.6	-0.6	3.1	2.6
CC(C)c1ccc(C2NC(=O)c3ccccc3O2)cc1 (stereo not given)	-14.1	2.8	-3.6	1.2	2.9	-2.4	-4.4	-4.2	0.8	7.4
CN(C)S(=O)(=O)c1ccc(N2CCOCC2)c(C(=O)NCc2ccc3c(c2)OCO3)c1	2.0	2.9	-4.3	-2.3	-0.7	10.3	-0.1	0.9	1.0	2.5
Cc1nn2c(N3CCN(C(=O)c4ccco4)CC3)cc(C(C)(C)C)nc2c1-c1ccccc1	·	-1.0	0.5	-3.1	7.5	-7.0	-0.9	6.2	-6.8	-8.3
COC(=O)c1ccccc1NC(=O)CSc1nccc(C)n1	6.0	-4.4	4.6	0.8	4.0	6.4	0.9	-4.3	0.4	-5.0

2 successive records already listed:
SMILES	HTRA1 inhibitor	LEDGF integ inh	PRMT1 inh	ABHD4 inh	MBD2 inh	TDP2 absorb	GC-B act	rCAG binder	SIAE primary	TCR CD3 inh
COc1cccc(Cn2cc(COC(=O)NCCc3ccccc3)nn2)c1	·	-4.0	-1.7	1.1	-3.5	0.2	9.6	-2.5	-2.5	·
C=CCOc1cccc(/C=N/NC(=O)CN(c2cc(Cl)ccc2OC)S(=O)(=O)c2ccc(C)c([N+](=O)[O-])c2)c1	-28.2	0.3	0.2	-15.5	-3.5	-15.2	-1.3	13.8	-15.7	7.0

Bioassay records from PubChem.

The list is partial (hit frequency here may not be typical).
